Screening results deposited in PubChem by National Center for Advancing Translational Sciences (NCATS).
KB-V1 cytotox – KB-V1 MDR subline cytotoxicity; KB-V1 MDR cells viability, CellTiter-Glo, 72 h; Potency, µM (top dose mostly 46.1 µM), for the others: at the highest dose activity change, negative = cytotoxicity, usual class: cytotoxic; 400,000 tested, 3.4% active; AID 1347076; note: potency is the fitted concentration of half-maximal effect; % is set by controls: 0 for no effect and ±100 for the full control effect; nearly all actives have a fitted effect of over 60% in size
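Readout: CellTiter-Glo luminescence, 10 min after addition. Cells: KB-V1 MDR subline, 72 h at 37 degrees C with compound. Analysis: corrected, normalized data fitted to concentration-effect curves.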
DRD3 antagonist – D3 dopamine receptor (human) antagonism; D3R cells, DiscoveRx beta-arrestin luminescence, antagonist mode; active compounds read low; 360,000 tested, 2.5% active; max response, negative = inhibition, %; P35462; AID 652054; in the data active = max response below about -50%; inconclusive = no clear call, values can overlap the other calls; note: % is set by controls: 0 for no effect and ±100 for the full control effect; mostly tested at two doses, the higher about 12 µM
Target sequence (P35462 whole entry, looked up): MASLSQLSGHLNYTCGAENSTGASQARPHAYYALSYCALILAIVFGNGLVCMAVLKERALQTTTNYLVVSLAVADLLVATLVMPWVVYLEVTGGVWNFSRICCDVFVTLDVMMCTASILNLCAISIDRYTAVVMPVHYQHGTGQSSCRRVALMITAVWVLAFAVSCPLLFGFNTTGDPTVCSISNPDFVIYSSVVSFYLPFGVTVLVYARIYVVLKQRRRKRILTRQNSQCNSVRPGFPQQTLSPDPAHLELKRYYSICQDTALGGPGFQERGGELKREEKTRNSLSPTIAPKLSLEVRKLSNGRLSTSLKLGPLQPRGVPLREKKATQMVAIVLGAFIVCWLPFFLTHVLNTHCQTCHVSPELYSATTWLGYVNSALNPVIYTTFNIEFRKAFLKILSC
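Cells expressing the human receptor were seeded at 1500 cells/well, incubated overnight at 37 degrees C in 5% CO2, then exposed to library compounds with dopamine controls for 90 minutes at 37 degrees C before luminescent detection.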
IL1B secr inh – inflammasome signaling inhibition, IL-1 beta readout. AID 743279. 360,000 tested, 4.7% active. THP-1 LPS/ATP IL-1B secretion, AlphaLISA, 16 h; active compounds read low. activity change, % at 57.5 µM; in the data active = activity change below about -50%; inconclusive = mostly about -30% to -49%; note: % is set by controls: 0 for no effect and ±100 for the full control effect
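Secreted IL-1B measured by AlphaLISA bead assay after 16 h compound exposure of THP-1 cells; compounds (final up to 57.5 uM) added 1 h before LPS (250 ng/mL) and ATP (1.25 mM) stimulation; lower signal means less secretion.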
HT1080NT lethal – kills 2HG-producing HT-1080-NT fibrosarcoma cells. HT-1080-NT fibrosarcoma viability, CellTiter-Glo ATP luminescence, 48 h. Potency, µM (highest dose often 46.1 µM), for the others: at the top dose activity, negative = less viability, usual class: cytotoxic. 360,000 tested, 1.6% active. AID 686970;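 note: NT is the 2HG producing partner of a matched IDH1 knockdown line; potency is the fitted concentration of half-maximal effect; 0% = DMSO-treated cells and -100% = media-only wells without cells; nearly all actives have a fitted effect of over 55% in size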
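Luminescent CellTiter-Glo readout after 48 hours of compound exposure at 37 degrees C defined viability of HT-1080-NT cells. Activity was normalized to DMSO wells and cell-free media wells; concentration-response curves were fitted and assigned curve classes.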
D3 ag – activates the human D3 dopamine receptor. P35462. D3R DiscoveRx beta-arrestin cells, luminescence, 90 min. 410,000 tested, 0.58% active. max activation, %; in the data active = max activation above about 30%; note: 0% is about no effect; mostly tested at two doses, the higher about 12 µM
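Agonist mode: compounds and dopamine controls were applied to plated cells for 90 min at 37 degrees C after an overnight attachment at 1500 cells/well. Luminescent read-out followed 30 - 60 minutes at room temperature with DiscoveRx detection reagent.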
SW480 rerep – inducers of DNA re-replication in SW480 colon cancer cells; SW480 DNA re-replication, Hoechst DNA content imaging, 48 h; Potency, µM (titrated, usually from 46.1 µM), for inactives: at the top dose re-replication activation, most hits filed as activators; 340,000 tested, 1.8% active; AID 624297; note: potency is the fitted concentration of half-maximal effect; % of control where 0% means no effect; nearly all actives have a fitted effect of over 55% in size
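Readout is total intensity of Hoechst-stained nuclei, excited at 405 nm and collected at 500-530 nm. Compound treatment lasted 48 hr at 37 C in 5% CO2 before staining.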
GLP-1R agonist – agonists of human GLP-1 receptor | 380,000 tested, 0.007% active | HEK293 GLP-1R CRE-luciferase, luminescence, 4-6 h; cells express a hypersensitive GLP-1R form | P43220 | Potency, µM (series often up to 45.6 µM), inactives show top-dose activation, most hits filed as activators; note: potency is the fitted concentration of half-maximal effect; % of control where 0% means no effect
Target sequence (P43220 whole entry, looked up): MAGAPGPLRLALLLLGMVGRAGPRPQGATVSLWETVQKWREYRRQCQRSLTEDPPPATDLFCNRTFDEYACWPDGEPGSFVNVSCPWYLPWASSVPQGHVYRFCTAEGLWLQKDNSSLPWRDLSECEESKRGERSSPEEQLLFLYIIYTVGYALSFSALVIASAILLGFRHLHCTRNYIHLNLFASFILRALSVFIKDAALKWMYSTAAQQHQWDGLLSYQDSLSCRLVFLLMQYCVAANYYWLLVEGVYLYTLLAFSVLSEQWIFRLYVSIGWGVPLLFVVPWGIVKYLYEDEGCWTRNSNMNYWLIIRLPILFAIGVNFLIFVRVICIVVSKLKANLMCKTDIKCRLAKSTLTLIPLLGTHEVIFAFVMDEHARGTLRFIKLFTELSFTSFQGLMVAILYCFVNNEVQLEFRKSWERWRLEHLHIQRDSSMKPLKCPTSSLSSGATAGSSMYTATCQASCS
KB-3-1 cytotox – KB-3-1 parental cell cytotoxicity; Potency, µM (doses to about 46.1 µM), without a hit: at the top dose activity change, negative = cytotoxic, usual class: cytotoxic; 400,000 tested, 1.4% active; KB-3-1 viability, CellTiter-Glo ATP luminescence, 72 h; note: potency is the fitted concentration of half-maximal effect; % is set by controls: 0 for no effect and ±100 for the full control effect; nearly all actives have a fitted effect of over 60% in size
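Luminescent ATP read-out (CellTiter-Glo) measures survival of drug-naive KB-3-1 cells after 72 h compound exposure at 37 °C. Titration series was screened from lowest to highest concentration, with DMSO vehicle plates as background controls.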
HT1080 IDH1KD tx – kills HT-1080 cells with IDH1 knockdown; AID 686971; HT-1080 IDH1 knockdown viability, ATP luminescence, 48 h; Potency, µM (highest dose often 46.1 µM), for inactives: top-dose activity, negative = toxicity, usual class: cytotoxic; 360,000 tested, 2% active;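 note: potency is the fitted concentration of half-maximal effect; 0% = DMSO wells and -100% = cell-free medium wells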
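CellTiter-Glo luminescence after 48 h compound exposure at 37 degrees C of IDH1-knockdown HT-1080 cells in 5% FBS RPMI. %Activity scaled between DMSO wells and cell-free media wells, with curves fitted and assigned curve classes.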
The depositor's hits bear a star; ? = inconclusive; · = no result given; [ ] = remark or other dose. Unless noted, calls come from the whole dose curve; as a rule, active = well fitted curve in the direction sought with a large enough effect; inconclusive = small, poorly fitted or top-dose-only effect, or another doubt; inactive = no such curve, though single readings can be large; an effect the other way counts as inactive or inconclusive.

SMILES | KB-V1 cytotox | DRD3 antagonist | IL1B secr inh | HT1080NT lethal | D3 ag | SW480 rerep | GLP-1R agonist | KB-3-1 cytotox | HT1080 IDH1KD tx
O=C1CC(N2CCSCC2)C(=O)N1CCc1ccccc1 (stereo not drawn) | 11% | 4 | 0 | ? | 4 | -5% | -4% | 13% | 13%
COC(=O)c1c(C)nn(-c2ccccc2)c1N | ? | -15 | -6 | 21% | 0 | -9% | -5% | 20% | 15%
CC1(c2ccccc2Cl)NC(=O)N(CC(=O)Nc2ccc3c(c2)OCO3)C1=O (stereo not drawn) | -19% | -71* | -10 | -3% | 2 | -3% | 5% | 26% | -1%
CC(C)CCN1C(Nc2ccccc2)=NC[C@@H]1C | 0% | 20 | 11 | 7% | -8 | -3%[9.22 µM] | -4% | 9% | 4%
CCOc1c(OC)cccc1C(=O)NCC1(c2ccccc2)CCCC1 | -29% | 19 | 15 | -4% | 5 | -2% | 14% | -7% | -1%
Cc1cc(Cl)ccc1OCc1cc(=O)n2c3c(sc2n1)CCCC3 | -1% | · | · | · | 11 | · | 0% | 4% | ·
C/C(=N\Nc1cc(C)nc(NCc2ccccc2)n1)c1cccc([N+](=O)[O-])c1 | 13% | -7 | -16 | 6% | 3 | -10% | 6% | 1% | 0%
Cc1ccc(N(C)C(=O)CN(C)S(=O)(=O)c2ccc3c(c2)n(C)c(=O)c(=O)n3C)cc1 | 2% | 2 | -2 | 5% | 4 | -5% | 1% | 3% | 2%
COC(=O)C1C/C(=N\NS(=O)(=O)c2ccc(C)cc2)c2ccsc2C1 (stereo not drawn) | ? | -2 | 25 | 10% | 4 | 0% | 0% | 16% | 1%
COCCNC(=O)c1cccc(OC2CCN(Cc3cccc(C(C)=O)c3)CC2)c1 | 18% | 0 | 21 | 1% | -10 | -3% | 10% | ? | 8%
Cc1cccc(Oc2ncnc3onc(C)c23)c1 | 2% | 53 | 27 | 16% | -6 | -4% | 1% | 11% | 16%
COc1ccc(S(=O)(=O)Nc2cc(C)on2)cc1 | 10% | 2 | 13 | 20% | 5 | -9% | 9% | 4% | 10%
COc1cc2c(c(OC)c1OC)-c1ccc(SC)c(=O)cc1C(NC(=O)C(F)(F)F)CC2 (stereo not drawn) | 0.13µM* | -14 | 45 | 0.0092µM* | -5 | 0.021µM* | 1% | 0.052µM* | 0.0065µM*
O=C(Cc1n[nH]c(=O)c2ccccc12)Nc1cc(C(F)(F)F)ccc1-n1cncn1 | -16% | -1 | 17 | -12% | -4 | 2% | 15% | 0% | -9%
Cc1cc(C(=O)CSc2ncccn2)c(C)n1Cc1ccco1 | 8% | -8 | 6 | 13% | -1 | 1% | 11% | 7% | 6%
Cc1cccc(C)c1NC(=O)CCS(=O)(=O)c1ccc(Br)cc1 | -13% | 4 | 2 | 1% | 6 | -5% | 9% | 15% | 1%
Clc1ccc(/C=N/c2c(-c3ccc(Cl)cc3)nc3n2CCS3)cc1 | 0% | 7 | -19 | 9% | 0 | -1% | 2% | -15% | 8%
CC1C(=O)N2CCCc3cc(NC(=O)c4ccccc4F)cc1c32 (stereo not drawn) | 0% | 9 | 30 | 0% | -18 | -3% | 6% | -23% | -6%
Cc1ccnc(NC(c2ccncc2)c2c(C)[nH]c3ccccc23)c1 (stereo not drawn) | 3% | 4 | -6 | 13% | 1 | · | -23% | 0% | 11%
CCCc1ccc(OCc2nc(-c3ccc(NC(=O)c4cccs4)cc3)no2)cc1 | ? | -13 | 1 | -11% | 3 | -1% | -1% | ? | ?
O=[N+]([O-])c1ccccc1Oc1ccccc1Cl | 8% | -7 | 0 | ? | -9 | 3% | 10% | -1% | 12%
Cn1c(SCCN2CCCC2)nnc1C1CCN(S(=O)(=O)c2cccc(F)c2)CC1 | -1% | 1 | -3 | -11% | -10 | -1% | 2% | -4% | 1%
COc1ccccc1CN(C)C(=O)CN1CCN(S(=O)(=O)c2ccc3c(c2)OCCCO3)CC1 | -8% | -3 | -13 | 6% | -5 | -10% | 3% | 0% | 4%
Cc1cccc(OCC(=O)NC(=S)NNC(=O)c2ccncc2)c1 | -15% | -15 | -20 | 6% | 0 | -2% | -4% | 1% | 3%
NC(=O)NCC12CC3CC(CC(C3)C1)C2 | 20% | 4 | 14 | 4% | -2 | -6%[9.22 µM] | -11% | 1% | 8%

Eight entries out of the list, sorted by molecular weight, rising:
SMILES | KB-V1 cytotox | DRD3 antagonist | IL1B secr inh | HT1080NT lethal | D3 ag | SW480 rerep | GLP-1R agonist | KB-3-1 cytotox | HT1080 IDH1KD tx
O=[N+]([O-])c1ccccc1Oc1ccccc1Cl | 8% | -7 | 0 | ? | -9 | 3% | 10% | -1% | 12%
COc1ccc(S(=O)(=O)Nc2cc(C)on2)cc1 | 10% | 2 | 13 | 20% | 5 | -9% | 9% | 4% | 10%
O=C1CC(N2CCSCC2)C(=O)N1CCc1ccccc1 (stereo not drawn) | 11% | 4 | 0 | ? | 4 | -5% | -4% | 13% | 13%
CCOc1c(OC)cccc1C(=O)NCC1(c2ccccc2)CCCC1 | -29% | 19 | 15 | -4% | 5 | -2% | 14% | -7% | -1%
C/C(=N\Nc1cc(C)nc(NCc2ccccc2)n1)c1cccc([N+](=O)[O-])c1 | 13% | -7 | -16 | 6% | 3 | -10% | 6% | 1% | 0%
Cc1cccc(C)c1NC(=O)CCS(=O)(=O)c1ccc(Br)cc1 | -13% | 4 | 2 | 1% | 6 | -5% | 9% | 15% | 1%
CC1(c2ccccc2Cl)NC(=O)N(CC(=O)Nc2ccc3c(c2)OCO3)C1=O (stereo not drawn) | -19% | -71* | -10 | -3% | 2 | -3% | 5% | 26% | -1%
CCCc1ccc(OCc2nc(-c3ccc(NC(=O)c4cccs4)cc3)no2)cc1 | ? | -13 | 1 | -11% | 3 | -1% | -1% | ? | ?

Following part:
SMILES | KB-V1 cytotox | DRD3 antagonist | IL1B secr inh | HT1080NT lethal | D3 ag | SW480 rerep | GLP-1R agonist | KB-3-1 cytotox | HT1080 IDH1KD tx
O=C(NC(Cc1c[nH]c2ccccc12)C(=O)O)c1ccc2c(c1)OCO2 (stereo not drawn) | 0% | -4 | 6 | 3% | -1 | 1% | -4% | 1% | 2%
COc1ccc(-c2coc3c(C(=O)Nc4cccnc4)cccc23)c(C)c1 | ? | 6 | 0 | ? | 0 | · | 2% | ? | ?
CC1(C)Cc2nc3oc4c(=O)n(CC(=O)Nc5cccc(Cl)c5)cnc4c3cc2CO1 | 18% | -10 | 10 | 6% | -8 | 18µM* | 2% | -1% | 8%
Cn1c(=O)c([N+](=O)[O-])c(NCC(O)c2ccccc2)c2ccccc21 (stereo not drawn) | -22% | 2 | 17 | -1% | -8 | -3% | 1% | 8% | 2%
Cc1ccc(Cl)cc1NC(=S)NCc1cccn1C | ? | 0 | -8 | -3% | 3 | 0% | -2% | -3% | 2%
CN(C)C(=O)C1Cc2ccccc2CN1S(=O)(=O)c1cccs1 (stereo not drawn) | 0% | 9 | 24 | 4% | 0 | 0% | 17% | ? | 6%
COc1cc(Cl)c(C)cc1NC(=O)CCc1c(C)nc2cc(-c3cccc(F)c3)nn2c1C | 0% | · | · | · | -2 | · | 7% | 10% | ·
CC(C)(C)NC(=O)C(c1ccc(O)cc1)N(C(=O)CCC(=O)Nc1nccs1)c1cccc(F)c1 (stereo not drawn) | 0% | 2 | 3 | -23% | 0 | 6% | 1% | 19% | -1%
CC(C)(C)C(=O)Nc1ccccc1C(=O)NCc1ccco1 | -14% | 0 | 1 | 0% | -5 | -5% | -4% | -2% | -4%
O=C(O)CCC(=O)N1CCN(c2ccccn2)CC1 | 4% | 0 | 1 | 2% | 2 | -1% | -3% | -2% | 4%
CC(=O)Nc1ccc(S(=O)(=O)NCC2CCCO2)cc1 (stereo not drawn) | ? | 1 | 1 | 8% | 3 | -3% | 5% | 11% | -2%
CC(C)(C)c1ccc(C2SCC(=O)N2c2cccc(C(=O)O)c2)cc1 (stereo not drawn) | 11% | 4 | 26 | 9% | 1 | -2% | -3% | 8% | -2%
O=C(NC1CCN(Cc2ccccc2)CC1)c1cccc(S(=O)(=O)Nc2cc(C(F)(F)F)ccc2Cl)c1 | 23µM* | ? | -6 | -2% | -10 | 28% | -21% | ? | -11%
CCOc1cccc(N2CCN(CCNC(=O)Nc3ccc(C)cc3)CC2)c1C | -2% | ? | -68* | -5% | 59* | -19% | 8% | -15% | -3%
O=C(COc1ccccc1)NNc1nc2ccccc2s1 | -25% | 10 | 18 | -3% | 1 | -6% | -1% | 1% | 1%
Cc1noc2ncnc(Oc3cc(Cl)ccc3Cl)c12 | -6% | -11 | -102* | ? | -5 | ? | 0% | 0% | 9%
COc1cccc(CNC(=O)C2CCN(S(=O)(=O)c3ccc4c(c3)NC(=O)C(C)S4)CC2)c1 (stereo not drawn) | -4% | 14 | ? | -25% | 2 | -16% | 1% | -4% | -17%
COc1ccc2c(c1)CC/C(=C/c1cc(OC)c(OC)c(OC)c1)C2=O | 0% | 4 | -85* | 16% | 9 | 4% | 12% | -23% | -7%
O=C(COC(=O)c1ccccc1Br)NC1CCCC1 | 11% | 4 | 13 | 9% | 4 | -8% | 11% | -2% | 1%
C/C(CCN1CCc2nc(-c3ccccc3)c(-c3ccccc3)cc2C1)=N\OC[C@@H](C)[C@H](OCc1ccccc1)C(C)C | 0% | 0 | -28 | -4% | -8 | ? | -2% | 6% | -4%
CC1(C)C(=O)Nc2ccccc2N1C(=O)COC(=O)c1cc(S(=O)(=O)N2CCOCC2)ccc1F | 3% | 12 | 0 | 18% | 3 | 8% | 7% | -2% | 10%
